# S1P4 agonist – S1P4 receptor agonists, primary screen, cell-based; 220,000 compounds, 0.35% hits; AID 1509, 2009; Sphingosine 1-phosphate receptor 4 (Homo sapiens), O95977; activation, % at 4.98 µM; S1P4-expressing cell line, agonist reporter assay; in the data active means activation above about 11%;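 further: 0% = DMSO vehicle and 100% = reference agonist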
# CHOP inh – inhibitors of CHOP promoter induction, primary screen, cell-based, unfolded protein response, luciferase reporter | inhibition, % at 10 µM | 220,000 compounds, 3.8% hits | CHO-K1 CHOP-promoter luciferase, tunicamycin-induced, 15-18 h | AID 2732, 2010;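 active means compounds that reduced the stress-induced luciferase reporter signal by more than about 70% of percent inhibition, limit read from the data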;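 further: 0% = tunicamycin plus vehicle and 100% = wells without tunicamycin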
# BaF3 parental – parental Ba/F3 cell viability inhibition, counter-screen for JAK2V617F inhibitor project, murine pro-B, CellTiter-Glo luminescence; CellTiter-Glo ATP luminescence; inhibition, % at 5.6 µM; 220,000 compounds, 1.1% hits; AID 1486, 2009;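 active means inhibition above a per-campaign cutoff, the mean inhibition of all tested compounds plus 3 SD, cut at about 27% in these data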;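 further: 0% = DMSO wells and 100% = JAK Inhibitor I control wells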
# NPY2 pot ag – NPY-Y2 potentiators or agonists, primary screen, cell-based; AID 1359, 2008; 220,000 compounds, 0.45% hits; cells expressing NPY-Y2, potentiator/agonist read-out; activation, % at 3.6 µM; Neuropeptide Y receptor type 2 (Homo sapiens), P49146; in the data active means activation above about 27%;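 further: cells stimulated with NPY near EC25 plus isoproterenol at EC100; 0% = vehicle plus submaximal agonist and 100% = vehicle plus saturating agonist; some results beyond the cut were filed as inactive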
# Ba/F3 V617F tox – reduced viability of JAK2V617F-dependent Ba/F3 cells, primary screen, JAK2V617F inhibitor project, cell-based, Ba/F3 EpoR-JAK2V617F, luminescence. ATP luminescence. inhibition, % at 5.6 µM. 220,000 compounds, 1.1% hits. AID 1446, 2008;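 active means inhibition above the campaign mean plus 3 SD over all tested compounds, cut at about 24% in these data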;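 further: cytokine-independent growth of Ba/F3 cells driven by EpoR plus mutant JAK2; 0% = DMSO-treated cells and 100% = JAK inhibitor I control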
# NPY1 pot ag – NPY-Y1 receptor potentiators or agonists, primary screen, cell-based. Neuropeptide Y receptor type 1 (Homo sapiens), P25929. NPY-Y1 expressing cells, potentiator/agonist activation. activation, % at 3.6 µM. 220,000 compounds, 0.37% hits; in the data active means activation above about 33%, passing the limit was not always enough;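 further: cells stimulated with NPY at EC10 then isoproterenol at EC100; 0% = low agonist plus stimulus and 100% = saturating agonist plus stimulus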
# Target sequence (P25929 whole entry, looked up): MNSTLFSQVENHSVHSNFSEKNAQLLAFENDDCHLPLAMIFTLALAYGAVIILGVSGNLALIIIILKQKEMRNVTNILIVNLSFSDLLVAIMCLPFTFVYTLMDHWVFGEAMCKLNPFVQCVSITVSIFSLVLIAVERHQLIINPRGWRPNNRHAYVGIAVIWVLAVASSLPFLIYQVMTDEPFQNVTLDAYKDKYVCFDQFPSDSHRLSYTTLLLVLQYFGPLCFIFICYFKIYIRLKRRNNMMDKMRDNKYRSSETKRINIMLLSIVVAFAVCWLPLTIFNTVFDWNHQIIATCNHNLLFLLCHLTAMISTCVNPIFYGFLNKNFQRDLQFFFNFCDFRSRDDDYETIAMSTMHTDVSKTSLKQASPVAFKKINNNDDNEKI
# NPY-Y1 antag – NPY-Y1 receptor antagonists, primary screen, cell-based | Neuropeptide Y receptor type 1 (Homo sapiens), P25929 | HEK293-CNG Y1 cells, membrane potential fluorescence; NPY at EC95, then isoproterenol | inhibition, % at 3.6 µM | 200,000 compounds, 1% hits;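 active means inhibition above the campaign mean inhibition of all tested compounds plus 3 SD, cut at about 20% in these data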;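 further: 0% = DMSO wells given NPY plus isoproterenol and 100% = isoproterenol alone without NPY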
#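 Material: HEK293 Y1/CNG channel cell line; also added: NPY (25 nM), isoproterenol (1 µM), Ro 20-1724 (25 µM); doses: one concentration, 3.6 µM, in 0.4% DMSO; schedule: compound incubation 1 h at room temperature, readout 45 min post-stimulation; technique: membrane potential fluorescence; measure: fluorescence ratio normalized to % inhibition between controls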
# p47phox inh – p47phox/p22phox peptide binding inhibitors, primary screen, biochemical, uHTS, NADPH oxidase regulatory subunit; Neutrophil cytosol factor 1 (Homo sapiens), P14598; fluorescence polarization, 2 h; inhibition, % at 24.7 µM; 220,000 compounds, 0.53% hits; AID 1274, 2008;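 active means inhibition above about 30%, limit read from the data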;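 further: 0% = p47phox with labelled peptide and 100% = labelled peptide alone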
# Target sequence (P14598 whole entry, looked up): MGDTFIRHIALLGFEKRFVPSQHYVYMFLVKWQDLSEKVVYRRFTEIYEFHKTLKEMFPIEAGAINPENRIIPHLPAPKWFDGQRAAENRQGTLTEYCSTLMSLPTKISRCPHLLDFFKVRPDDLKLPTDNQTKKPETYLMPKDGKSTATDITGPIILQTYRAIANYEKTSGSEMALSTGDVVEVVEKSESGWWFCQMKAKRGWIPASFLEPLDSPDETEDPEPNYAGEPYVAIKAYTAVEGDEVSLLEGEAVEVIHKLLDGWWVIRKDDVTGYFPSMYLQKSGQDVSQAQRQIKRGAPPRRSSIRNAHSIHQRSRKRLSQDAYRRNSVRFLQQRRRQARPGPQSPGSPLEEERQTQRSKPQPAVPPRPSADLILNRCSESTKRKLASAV
# S1P4 antagonist – S1P4 receptor antagonists, primary screen, cell-based. inhibition, % at 4.98 µM. S1P4-expressing cells, antagonist mode, reporter read-out. AID 1510, 2009. 220,000 compounds, 0.26% hits. Sphingosine 1-phosphate receptor 4 (Homo sapiens), O95977; in the data active means inhibition above about 29%;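 further: 0% = wells stimulated with agonist and 100% = vehicle wells without agonist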
# Starred values were filed as active, the others as inactive; . = no result given. This is a random part of the collection (roughly 7.1% active in at least one column).
SMILES,S1P4 agonist,CHOP inh,BaF3 parental,NPY2 pot ag,Ba/F3 V617F tox,NPY1 pot ag,NPY-Y1 antag,p47phox inh,S1P4 antagonist
Cc1occc1C(=O)N/N=C/c1sc(N2CCOCC2)nc1-c1ccccc1,0.6,6,12,8,2,23,-5,-19,-4
CC1(C)CC(NC(=O)c2ccccn2)CC(C)(C)N1O,0.8,-1,4,-1,4,-4,-3,9,-14
Cc1ccc([N+](=O)[O-])cc1NCC(=O)NN,0.1,0,8,6,0,-2,2,-11,-11
COC(=O)c1cnc(Oc2c(Cl)cc(N)cc2Cl)cc1C(F)(F)F,4.3,-1,2,-2,-4,4,.,-9,-6
O=C1Nc2ccccc2Oc2cc([N+](=O)[O-])ccc21,0.5,74*,11,10,5,11,0,-15,-17
N#CCCn1cc(C(=O)Nc2ccc(C(=O)O)cc2)c(-c2ccc([N+](=O)[O-])cc2)n1,-0.7,-4,4,-6,-4,-10,-3,-11,-10
Cc1ccc(S(=O)(=O)/C(C#N)=C/c2c(Oc3ccc(Cl)cc3)nc3c(C)cccn3c2=O)cc1,-0.6,32,4,2,0,-6,-2,-34,-11
Cc1ccc(-c2cc(C(=O)NCc3cnn(C)c3)c3cc(Br)ccc3n2)cc1,0.7,101*,1,1,-3,8,2,22,-5
O=C(COc1cccnc1[N+](=O)[O-])N1N=C(c2ccc(Cl)cc2)CC1c1ccco1 (stereo not given),-1.1,2,4,10,0,18,-3,-15,6
CC(/C=C/c1ccc2c(c1)OCO2)=N/NC(=O)c1ccncc1,-3.8,-10,5,4,-4,-7,.,-4,15
CNC(=O)CC1C(=O)N(c2ccc(OC)cc2)C(=S)N1NC(=O)c1cccc(F)c1 (stereo not given),-0.5,-10,-4,1,2,17,.,-3,-24
N/C(=N\OS(=O)(=O)c1ccccc1)c1ccccn1,-1.4,-9,5,10,-4,15,5,-5,-13
COc1ccc(C2c3[nH]c4ccccc4c3CCN2C(=O)c2cc3ncccn3n2)c(F)c1 (stereo not given),1.7,-7,6,6,0,1,-2,-12,-7
Cc1cc(S(=O)(=O)N2CCN=C2c2ccccc2)c(Cl)cc1Cl,1.4,22,5,1,2,-21,-2,8,-3
O=C(CC(NS(=O)(=O)c1ccc(Cl)cc1)c1ccco1)NC1CCCC1 (stereo not given),-2.0,8,7,-6,3,2,6,2,-23
O=C(CCN1C(=O)c2ccccc2C1=O)NC(=S)Nc1ccccc1Cl,-1.2,1,5,-28,4,-45,11,-1,-4
CSc1ccccc1C(=O)Nc1cccc(N(C)S(C)(=O)=O)c1,1.5,-6,-2,14,-5,12,2,-5,-14
CN(C)CCNc1c(N)c(=O)oc2ccccc12,2.6,12,8,-2,-4,20,3,-5,-30
O=C1CS/C(=C\S(=O)(=O)c2ccc(Cl)cc2)N1,-1.0,23,4,11,-4,0,-7,-7,-24
CC(C)[C@H](NC(N)=O)C(=O)Nc1cccc(S(=O)(=O)N2CCOCC2)c1,2.3,-1,4,5,-3,12,-1,-1,8
CCn1c(=O)c([N+](=O)[O-])c(NCCc2ccc(OC)c(OC)c2)c2ccccc21,1.1,28,3,2,0,-5,-2,2,1
Cc1ccc(S(=O)(=O)NCCSc2nnnn2-c2ccccc2)cc1,2.5,27,4,-17,0,-25,7,14,-1
CCOC(=O)c1c(C)[nH]c(N=Nc2ccc(OC)cc2)c1C,1.2,62,-1,-9,-1,-27,.,-12,-3
COc1cc(Cl)c(C)cc1NC(=O)c1ccc(NS(=O)(=O)c2ccc(F)c(F)c2)cc1,0.0,79*,6,-13,2,1,-6,-38,-8
Clc1ccc(-c2cc(C3CCNCC3)[nH]n2)cc1,-0.5,-3,2,7,-1,5,-2,-4,-11

# Retrieved by structure from the entries so far:
SMILES,S1P4 agonist,CHOP inh,BaF3 parental,NPY2 pot ag,Ba/F3 V617F tox,NPY1 pot ag,NPY-Y1 antag,p47phox inh,S1P4 antagonist
CCn1c(=O)c([N+](=O)[O-])c(NCCc2ccc(OC)c(OC)c2)c2ccccc21,1.1,28,3,2,0,-5,-2,2,1
CN(C)CCNc1c(N)c(=O)oc2ccccc12,2.6,12,8,-2,-4,20,3,-5,-30

# Next section
SMILES,S1P4 agonist,CHOP inh,BaF3 parental,NPY2 pot ag,Ba/F3 V617F tox,NPY1 pot ag,NPY-Y1 antag,p47phox inh,S1P4 antagonist
CCOC(=O)/C(N=Nc1c(Br)cc(Br)cc1Br)=C(\C)O,0.9,85*,3,-15,-2,4,-3,-7,7
Cc1ccc(Nc2nc(-c3ccc(S(=O)(=O)N4CCOCC4)cc3)cs2)cc1Cl,0.8,88*,2,5,-2,-10,-1,16,-15
O=C(O)/C=C\C(=O)Nc1ccccc1F,0.2,30,2,2,-1,-14,2,-5,-7
COc1ccc2cc(CN(Cc3cccnc3)Cc3nnnn3Cc3ccccc3)c(=O)[nH]c2c1,-1.0,15,1,11,1,-2,2,-9,-10
CCn1c(=O)cc(OCC(=O)N2CCN(c3ccc(F)cc3)CC2)c2ccccc21,-0.6,2,4,-12,0,8,-3,5,11
OC(COCC1COc2ccccc2O1)CN1CCN(c2ccccc2F)CC1 (stereo not given),-1.1,-11,0,-8,-2,-27,4,5,1
CCSc1nnc(-c2ccc(C)cc2)c2ccccc12,-1.6,46,1,-9,-2,-23,6,5,17
COC(=O)c1ccc(NC(=S)NC2c3ccccc3CC2O)cc1 (stereo not given),-1.4,-4,4,5,6,10,-5,-4,-12
Cc1cc(C(=O)NC(C)c2ccncc2)no1 (stereo not given),0.7,12,3,1,0,-18,1,-22,-6
Cc1cc(C)n(C(=O)CNC(=O)CCc2ccccc2)n1,0.7,-20,2,12,0,3,0,-13,-6
Nn1c(CSc2ccccn2)nc2ccccc2c1=O,-0.2,14,2,-11,5,-7,1,-3,-14
O=C(CSc1ncn[nH]1)NCCCc1ccccc1,2.5,55,2,2,-2,10,9,-12,-12
COc1ccccc1C1c2[nH]c3ccccc3c2CCN1Cc1ccc(NC(C)=O)s1 (stereo not given),-0.7,4,1,-41,2,-21,.,-19,6
O=C(Nc1ccc(NC(=O)c2cccs2)cn1)c1ccccc1,-0.6,-6,5,-11,4,-15,7,-8,7
CC(N=Cc1c(O)c2ccccc2oc1=O)C(=O)O (stereo not given),-0.4,-3,11,-15,6,-1,0,-2,14
COC(OC)c1ccnc(-c2ccc(OC(=O)c3ccccc3)cc2)n1,1.2,39,5,8,-2,2,0,0,2
COc1ccccc1C(=O)Nc1ccc(-c2nnn(CC(=O)NCc3ccco3)n2)cc1,-0.5,7,-9,-6,-1,-8,.,9,-11
CCOc1ccc(-n2c(=O)[nH]cc(C(=O)Nc3ccc(OC)c(OC)c3)c2=O)cc1,-0.7,5,4,1,-1,-6,-1,-22,3
CCOC(=O)NNC1CC(=O)N(c2ccccc2)C1=O (stereo not given),1.1,37,6,9,0,-1,4,-10,0
Cc1ccnc(SCC(=O)N2CCC(C(N)=O)CC2)n1,0.9,15,5,-4,1,-2,-2,1,-13
CC1CCc2nn(CC(=O)N3CCN(C(=O)c4ccco4)CC3)cc2C1 (stereo not given),-0.7,-15,0,7,-2,4,2,-2,1
CC(C)N(C(=O)Cn1cc(SCC(=O)NCc2ccco2)c2ccccc21)C(C)C,-1.0,30,6,10,-2,13,4,-5,6
CCOC(=O)c1sc(NC(=O)CN2C(=O)NC3(CC(C)CC(C)(C)C3)C2=O)c(C(=O)OCC)c1C (stereo not given),1.4,3,6,-2,-1,-15,0,-14,-21
C=CCn1cc(C(=O)NCc2ccco2)c(=O)c2cc(S(=O)(=O)N3CCCCCC3)ccc21,-0.1,20,10,2,9,-9,-5,-22,1
CCOc1ccccc1CN1CCN(Cc2cccc3c2OCO3)CC1CCO (stereo not given),0.3,16,-1,1,2,-13,3,1,-3

# Next part
SMILES,S1P4 agonist,CHOP inh,BaF3 parental,NPY2 pot ag,Ba/F3 V617F tox,NPY1 pot ag,NPY-Y1 antag,p47phox inh,S1P4 antagonist
CCC(C)NC(=O)/C=C1\Sc2ccccc2NC1=O (stereo not given),1.1,-4,5,4,-1,-7,0,-12,-3
CCc1ccc(OCC(=O)NCCN(C)C)c(Br)c1,3.9,4,4,6,1,3,0,-13,-27
CCN(CCO)c1ccc(N=Nc2cc(C)[nH]n2)cc1,-0.1,48,-1,0,-5,20,.,-51,-8
N/C(=N\OC(=O)Cc1cccc2ccccc12)c1ccccn1,-3.5,-15,6,15,-1,4,3,-8,10
O=C1C2CC=CCC2C(=O)N1c1ccc(Cc2ccncc2)cc1 (stereo not given),-1.1,39,9,13,3,10,-1,3,-20
O=C1CC(c2cc3c(cc2Br)OCO3)C2=C(CCCC2=O)N1 (stereo not given),-0.8,-10,2,0,-1,-18,3,-8,-20
Cc1cc2sc3nc(=O)n(-c4ccccc4)c(=O)n3c2cc1C,1.2,-40,0,-25,2,6,.,2,-4
COc1ccc(NC(=O)c2ccc(CNc3c(N4CCCC4)c(=O)c3=O)cc2)cc1Cl,0.2,10,1,-21,1,14,.,-14,-3
COc1ccccc1NC(=O)CC(=O)CSc1nnc(-c2ccc(C)cc2)n1C,-1.6,6,8,-11,5,-2,8,-13,15
O=C(c1cccc(S(=O)(=O)N2CCCC2)c1)N(Cc1ccco1)C1CCS(=O)(=O)C1 (stereo not given),-2.1,2,-2,0,-2,-3,-1,0,-2
CC(C)(C)C(=O)Nc1ccc(F)cc1[N+](=O)[O-],1.5,16,0,6,-4,11,.,-10,-3
Cc1cc(NC(=O)CSc2nnc(-c3ccc(O)cc3)o2)no1,-0.3,16,-2,13,-5,8,.,-7,6
CCOC(=O)C1=C(C)NC(=O)NC1/C=C/c1ccccc1OC (stereo not given),-0.8,30,0,-19,4,-10,5,8,8
CN1C(=O)c2ccccc2N(C)C1c1ccccc1Cl (stereo not given),-0.7,7,6,-22,2,-6,9,-5,5
Nc1ccccc1S(=O)(=O)NC1=NCCCCC1,2.0,5,2,-2,-3,10,-2,-12,4
Cc1c(-c2ccccc2Cl)nc2ccccc2c1C(=O)O,1.9,4,-3,-5,-1,-6,.,-6,-2
CN1CCN(C2=NC(=O)/C(=C/c3ccccc3OS(=O)(=O)c3ccccc3)S2)CC1,1.3,0,-2,13,2,-3,.,-3,-7
Nc1ncc(Br)cc1S(=O)(=O)NCCC(=O)N1CCN(c2ccccn2)CC1,-0.6,0,1,3,-5,-1,-2,1,-3
O=C(O)c1cc(N2C(=O)C3C4C=CC(C4)C3C2=O)ccc1N1CCOCC1 (stereo not given),1.7,1,1,-8,2,-5,-6,7,6
COCc1nnc(NC(=O)C(C)C)s1,-0.1,31,6,2,3,2,-3,-6,-8
COC(=O)c1cccc(Nc2ncnc3sccc23)c1,2.3,8,9,-9,3,-33,9,-8,-1
CC(C)Oc1ccccc1OCCCOc1cccc2cccnc12,0.5,-1,4,-2,2,-14,4,-6,-11
NNC(=O)CN1CCN(c2ncc(C(F)(F)F)cc2Cl)CC1,-0.7,-4,8,1,1,-12,4,-7,7

# Source: PubChem BioAssay
